High-throughput results as filed in PubChem.
S3 lipid droplet = qHTS Assay for Lipid Storage Modulators in Drosophila S3 Cells; lipid storage change, negative = inhibition, % at the top dose, mostly 46.1 µM; hits show Potency in µM; 320,000 compounds, 0.64% hits; Drosophila S3 cells, BODIPY lipid droplet fluorescence, 18-24 h; cells fed with added oleic acid; active = well fitted inhibition curve with a large enough effect in the signal ratio, with a control signal flat, not every such curve was filed as active; inconclusive = small, poorly fitted or top-dose-only effect, or effect the other way, or a change in a side signal; the % refers to the signal ratio
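Laser-scanning cytometry quantifies lipid droplet accumulation (500–530 nm total intensity; droplet/cell object ratio) in oleic acid-fed (400 uM added) Drosophila S3 cells treated with a concentration series. 20 uM Triacsin C defined 100% inhibition.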
S3 lipid droplet cell count max = also measured in S3 lipid droplet; calls as there; cell number change, %; measured here: cell count max response;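 cells counted by Cell Tracker Red CMTPX staining in the red channel; peak over a dose series mostly up to 46.1 µM; percent activity relative to internal control wells on each plate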
Starred values were filed as active, the others as inactive; [ ] = dose if it differs, or a comment. % is set by controls: 0 for no effect and ±100 for the full control effect; potency is the fitted concentration of half-maximal effect.

Screening COc1ccc(C(=O)N/C(=C/c2ccco2)C(=O)NC2CCS(=O)(=O)C2)cc1 (stereo unspecified) returned S3 lipid droplet inconclusive.
CC1CCCCN1CCCNC(=O)c1nn(C)c2c1CS(=O)(=O)c1ccccc1-2 (stereo unspecified) was read as S3 lipid droplet -18% and S3 lipid droplet cell count max -10.
`CC(C)c1ccccc1NC(=S)NC(C)c1ccccc1` (stereo unspecified) gave S3 lipid droplet inconclusive.
`C[C@H](NC(=O)c1ccccc1Cl)C(=O)NCc1cccs1` gave S3 lipid droplet inconclusive.
Cc1ccc(C(=O)CSc2ccc(-c3ccncc3)nn2)cc1 was read as S3 lipid droplet inconclusive.
`Cc1cccc(NC(=S)Nc2c(C)n(C)n(-c3ccccc3)c2=O)c1C` gave S3 lipid droplet inconclusive.
Screening O=C(NCc1ccco1)C(=O)c1cn(CC(=O)N2CCCCCC2)c2ccccc12 returned S3 lipid droplet -1% and S3 lipid droplet cell count max 0.
For Nc1nnn(Cc2ccccc2)n1 the results were S3 lipid droplet -6% and S3 lipid droplet cell count max -10.
For O=C(NCc1ccco1)c1ccc2ccccc2n1 the results were S3 lipid droplet inconclusive.
For Cc1ccc(-c2nc(C)c(C(=O)O)s2)cc1 the results were S3 lipid droplet inconclusive.
Screening O=C(c1cccnc1)N1CCN(CCCc2ccccc2)CC1 returned S3 lipid droplet inconclusive.
CCOc1ccc(NC(=O)N2CCC(NC(=O)c3ccco3)CC2)cc1 was read as S3 lipid droplet inconclusive.
Screening COc1cccc(NC(=O)C(C#N)Cc2ccncc2)c1 (stereo unspecified) returned S3 lipid droplet inconclusive.
For COC(=O)CCNC(=O)Cc1c(C)n(C(=O)c2ccc(Cl)cc2)c2ccc(OC)cc12 the results were S3 lipid droplet inconclusive.
For N#CCOc1nc(N2CCCC2)nc(N2CCCC2)n1 the results were S3 lipid droplet -13% and S3 lipid droplet cell count max -9.
CC(Oc1ccc(Br)cc1)C(=O)Nc1ccc(N2CCOCC2)cc1N1CCOCC1 (stereo unspecified) was read as S3 lipid droplet 9% and S3 lipid droplet cell count max -1.
For Cc1ccc(C)c(NC(=O)Cn2c(=O)n(-c3ccc(CC(=O)NCC4CCCO4)cc3)c(=O)c3ccccc32)c1 (stereo unspecified) the results were S3 lipid droplet inactive.
`COc1ccc(C=O)cc1COc1ccc(C)cc1[N+](=O)[O-]` gave S3 lipid droplet inconclusive.
`CCOc1ccc(-c2nc[nH]c2[N+](=O)[O-])cc1` gave S3 lipid droplet inconclusive.
Screening Cc1ccc(NC(=O)COC(=O)c2ccc(Br)o2)cc1S(=O)(=O)N1CCCCC1 returned S3 lipid droplet 7% and S3 lipid droplet cell count max -15.
`O=S(=O)(Nc1ccc2nc(N3CCOCC3)sc2c1)c1ccc(Cl)cc1` gave S3 lipid droplet inactive and S3 lipid droplet cell count max -16.
`CC(C)(Oc1ccc(Cl)cc1)C(=O)OCC(=O)N1CCN(c2ccccc2)CC1` gave S3 lipid droplet inactive and S3 lipid droplet cell count max 0.
`CCCCn1nnnc1NCc1ccc(C)s1` gave S3 lipid droplet 6% and S3 lipid droplet cell count max -10.
Screening Cc1ccc2cc(CCNC(=O)c3cc4ccccc4o3)c(=O)[nH]c2c1C returned S3 lipid droplet -1% and S3 lipid droplet cell count max 5.
Screening COC(=O)C1=C(C(=O)OC)[C@@H]2N(Cc3ccccc3)c3ccccc3[C@@]23C[C@@H](C(=O)OC)N(C(=O)COCc2ccccc2)C3=N1 returned S3 lipid droplet inconclusive.
For CC(=O)N1CSCC1C(=O)NNS(=O)(=O)c1cccc(C(F)(F)F)c1 (stereo unspecified) the results were S3 lipid droplet 8% and S3 lipid droplet cell count max -9.
Screening Cc1nnnn1/C(=C\c1ccccc1)C(=O)OCC(=O)N1CC2(C)CC1CC(C)(C)C2 (stereo unspecified) returned S3 lipid droplet 1.8µM* and S3 lipid droplet cell count max -4.4*.
Screening Cc1ccn2cc(C(=O)N3CCN(c4cnn(-c5ccccc5)c(=O)c4Cl)CC3)nc2c1 returned S3 lipid droplet inconclusive.
`O=C(Nc1ccc2ccccc2c1)N1CCCN(CCOc2ccccc2)CC1` gave S3 lipid droplet inconclusive.
For COCCNC(=O)Cn1nc(C(F)(F)F)c(Br)c1C the results were S3 lipid droplet inconclusive.
CCOC(=O)CN1C(=O)NC2(CCCc3ccccc32)C1=O (stereo unspecified) was read as S3 lipid droplet inconclusive.
Screening CCOC(=O)CSc1cn2c(n1)CCC2 returned S3 lipid droplet 5% and S3 lipid droplet cell count max 13.
Screening Cc1ccccc1NC(=S)N(CCN(C)C)C(C)c1cccnc1 (stereo unspecified) returned S3 lipid droplet inconclusive.
Screening COc1ccccc1C(=O)C1Nc2ccccc2-c2nnc(SC)nc2O1 (stereo unspecified) returned S3 lipid droplet 6% and S3 lipid droplet cell count max 2.
Screening O=C(NCCCN1CCOCC1)C1CCC(=O)N1CCc1ccccc1 (stereo unspecified) returned S3 lipid droplet 1%[9.22 µM] and S3 lipid droplet cell count max 16.
Screening O=C(NC(=S)Nc1cnc2ccccc2c1)c1ccccc1 returned S3 lipid droplet inconclusive.
Screening O=C(NCc1ccccc1Br)c1ccco1 returned S3 lipid droplet 3% and S3 lipid droplet cell count max -5.
For COc1ccc(C(=O)N2CCN(CCc3ccccn3)CC2)cc1 the results were S3 lipid droplet inconclusive.
For COc1ccc(S(=O)(=O)N2CCN(C3CCCCCCC3)CC2)cc1 the results were S3 lipid droplet inconclusive.
CCOCCOC(=O)c1[nH]c2c(c1C)C(=O)CC(c1cccs1)C2 (stereo unspecified) was read as S3 lipid droplet -3% and S3 lipid droplet cell count max -7.
For O=C(O)c1ccc(S(=O)(=O)NC2CC2)cc1 the results were S3 lipid droplet -28% and S3 lipid droplet cell count max -18.
CN1CCN(CC#CC2(O)CCCCC2)CC1 was read as S3 lipid droplet inconclusive.
`Cc1cc(=O)oc2cc(OC(C)C(=O)NC3CCCC3)ccc12` (stereo unspecified) gave S3 lipid droplet inactive and S3 lipid droplet cell count max -9.
`Cc1nc(SCC(=O)NC2CCS(=O)(=O)C2)c2c(C)c(C)sc2n1` (stereo unspecified) gave S3 lipid droplet -14% and S3 lipid droplet cell count max -11.
Cc1nc2ccc(NC(=O)c3cc(S(=O)(=O)N4CCOCC4)ccc3C)cc2s1 was read as S3 lipid droplet 1% and S3 lipid droplet cell count max -3.

Structures from the list above that contain bromine (4):
CC(Oc1ccc(Br)cc1)C(=O)Nc1ccc(N2CCOCC2)cc1N1CCOCC1 (stereo unspecified) was read as S3 lipid droplet 9% and S3 lipid droplet cell count max -1.
Screening Cc1ccc(NC(=O)COC(=O)c2ccc(Br)o2)cc1S(=O)(=O)N1CCCCC1 returned S3 lipid droplet 7% and S3 lipid droplet cell count max -15.
For COCCNC(=O)Cn1nc(C(F)(F)F)c(Br)c1C the results were S3 lipid droplet inconclusive.
Screening O=C(NCc1ccccc1Br)c1ccco1 returned S3 lipid droplet 3% and S3 lipid droplet cell count max -5.

The list goes on.
For CN1CCN(C2=Cc3ccccc3Sc3cc(F)c(F)cc32)CC1 the results were S3 lipid droplet inconclusive.
CC(Sc1nc(-c2ccccc2)cc(C(F)(F)F)n1)C(=O)N1CCCC1 (stereo unspecified) was read as S3 lipid droplet 18% and S3 lipid droplet cell count max -9.
`COc1ccc(C(=O)NC(=S)SCC(=O)O)cc1` gave S3 lipid droplet inconclusive.
O=C(/C=C/c1ccccc1)N/C(=C\c1ccco1)C(=O)O was read as S3 lipid droplet inconclusive.
For CC1=C(Nc2ccc(C(=O)O)cc2)C(=O)c2ccccc2C1=O the results were S3 lipid droplet inconclusive.
CC(=O)C1C(c2ccc3ncccc3c2)NC(=O)NC1(O)C(F)(F)F (stereo unspecified) was read as S3 lipid droplet 6% and S3 lipid droplet cell count max 8.
Screening CC1(C)CN=c2s/c(=C\c3ccc(Cl)cc3)c(=O)n2C1 returned S3 lipid droplet inconclusive.
Screening C#Cc1cccc(NC(=O)c2ccc3c(c2)C(=O)N(Cc2cccnc2)C3=O)c1 returned S3 lipid droplet inconclusive.
For O=C1C=C(c2ccccc2)OC2(CCCC2)O1 the results were S3 lipid droplet inconclusive.
For CCOC(=O)c1c(N=CN(C)C)c2cc([N+](=O)[O-])cnc2n1C the results were S3 lipid droplet inconclusive.
Screening Cc1ccc(-c2cc(C(=O)N/N=C/C=C/c3ccccc3)n[nH]2)s1 returned S3 lipid droplet inconclusive.
For CCOC(=O)C1(Cc2ccccc2C(F)(F)F)CCN(C2CCN(C(C)C)CC2)CC1 the results were S3 lipid droplet 5% and S3 lipid droplet cell count max 4.
CN(CCn1ccnc1)Cc1cn(-c2ccccc2)nc1-c1ccc2c(c1)OCO2 was read as S3 lipid droplet 7% and S3 lipid droplet cell count max 13.
Screening O=C(O)COc1ccc2oc3c(c2c1)CCCC3 returned S3 lipid droplet inactive and S3 lipid droplet cell count max 21.
`O=c1[nH]c2cccnc2n1Cc1ccccc1` gave S3 lipid droplet inactive.
`O=C(Nc1nc2c(s1)CCCC2=O)c1cnccn1` gave S3 lipid droplet inconclusive.
For Brc1ccc(C2=CC(c3ccco3)n3ncnc3N2)cc1 (stereo unspecified) the results were S3 lipid droplet inconclusive.
Screening CCOc1ccc(CCNC(=O)CCc2nc(-c3ccc(C)cc3)no2)cc1OCC returned S3 lipid droplet 2% and S3 lipid droplet cell count max -7.
CCC1CCCCN1C(=S)NCc1ccccc1 (stereo unspecified) was read as S3 lipid droplet 0% and S3 lipid droplet cell count max 2.
`COc1ccc(S(=O)(=O)CCC(=O)NC2CCCCC2)cc1` gave S3 lipid droplet 25% and S3 lipid droplet cell count max 3.
O=C(CN1CCN(Cc2ccccc2)CC1)Nc1ccc(S(=O)(=O)N2CCOCC2)cc1 was read as S3 lipid droplet inconclusive.
COc1ccc(S(=O)(=O)CC2(O)CCN(C(=O)C(C)(C)C)CC2)cc1 was read as S3 lipid droplet inconclusive.
CCN(CC)CCNC(=O)c1cc(-c2ccco2)nc2ccccc12 was read as S3 lipid droplet inconclusive.
`O=C(c1cccc(Br)c1)c1cn(-c2ccccc2)nc1C(=O)c1ccccc1` gave S3 lipid droplet inconclusive.
O=C(NC(=S)Nc1ccc(N2CCOCC2)cc1)c1ccccc1 was read as S3 lipid droplet inconclusive.
Screening O=C(c1ccc(N2CCOCC2)cc1[N+](=O)[O-])N1CCOCC1 returned S3 lipid droplet inconclusive.
`CCC(=O)c1ccc(CCCCCC(=O)O)s1` gave S3 lipid droplet inconclusive.
For COc1ccc(C(OC(=O)c2ccco2)C(=O)NC(C)(C)C)cc1 (stereo unspecified) the results were S3 lipid droplet -11% and S3 lipid droplet cell count max 11.
For Cc1ccc(S(=O)(=O)N/N=C/c2cc([N+](=O)[O-])ccc2O)cc1[N+](=O)[O-] the results were S3 lipid droplet inconclusive.
For O=C(c1cccs1)N1CCN(C(=O)C2CCCO2)CC1 (stereo unspecified) the results were S3 lipid droplet 1% and S3 lipid droplet cell count max -5.

Structures listed so far with a tert-butyl group (2):
COc1ccc(S(=O)(=O)CC2(O)CCN(C(=O)C(C)(C)C)CC2)cc1 was read as S3 lipid droplet inconclusive.
For COc1ccc(C(OC(=O)c2ccco2)C(=O)NC(C)(C)C)cc1 (stereo unspecified) the results were S3 lipid droplet -11% and S3 lipid droplet cell count max 11.

Other results follow.
CC(Oc1ccc(Cl)cc1Cl)C(=O)Nc1ccc(N2CCN(C)CC2)cc1 (stereo unspecified) was read as S3 lipid droplet inconclusive.
CCOC(CNC(=O)C(=O)NCC(c1ccco1)N1CCN(c2ccc(OC)cc2)CC1)OCC (stereo unspecified) was read as S3 lipid droplet inconclusive.
CSc1nc(-c2ccco2)nn1C(=O)CCc1ccccc1 was read as S3 lipid droplet inconclusive.
Screening Cn1c(=O)c2c(nc(SCC(=O)N3CCCCCC3)n2C)n(C)c1=O returned S3 lipid droplet 3% and S3 lipid droplet cell count max 8.
O=C(COc1ccc(S(=O)(=O)Nc2ccccc2)cc1)N1CCOCC1 was read as S3 lipid droplet inconclusive.
COc1ccc([C@H](C)NC[C@H](O)c2ccc(O)c(NC=O)c2)cc1 was read as S3 lipid droplet inactive and S3 lipid droplet cell count max 22.
For O=C(O)c1cc(Cl)c(Cl)cc1C(=O)Nc1cccnc1 the results were S3 lipid droplet inconclusive.
Fc1ccc(C(c2nnnn2Cc2cccs2)N2CCN(c3ccccc3)CC2)cc1 (stereo unspecified) was read as S3 lipid droplet 1% and S3 lipid droplet cell count max -21.
COc1cccc(CNS(=O)(=O)c2ccc3c(c2)oc(=O)n3C)c1 was read as S3 lipid droplet inconclusive.
`O=S(=O)(c1cc(Cl)ccc1Cl)N1CCCC1` gave S3 lipid droplet 1% and S3 lipid droplet cell count max -7.
`COC(=O)CCCC1=CC2=CC(=O)C(C)(OC(=O)c3cccs3)C(=O)C2=CN1Cc1ccco1` (stereo unspecified) gave S3 lipid droplet 14% and S3 lipid droplet cell count max 27.
For COc1ccc(-c2[nH]ncc2CN2CCN(C(=O)c3cccs3)CC2)c(F)c1 the results were S3 lipid droplet -30% and S3 lipid droplet cell count max 15.
`Cc1ccc(/C=N/NC(=O)Cn2nnc(N)n2)cc1` gave S3 lipid droplet -15% and S3 lipid droplet cell count max 2.
`CCOCCCNC(=O)C1CCCN1C(=O)Nc1ccccc1[N+](=O)[O-]` (stereo unspecified) gave S3 lipid droplet -4% and S3 lipid droplet cell count max 4.

Three structures already listed, ordered by length of the SMILES, ascending:
`O=S(=O)(c1cc(Cl)ccc1Cl)N1CCCC1` gave S3 lipid droplet 1% and S3 lipid droplet cell count max -7.
Screening Cn1c(=O)c2c(nc(SCC(=O)N3CCCCCC3)n2C)n(C)c1=O returned S3 lipid droplet 3% and S3 lipid droplet cell count max 8.
`COC(=O)CCCC1=CC2=CC(=O)C(C)(OC(=O)c3cccs3)C(=O)C2=CN1Cc1ccco1` (stereo unspecified) gave S3 lipid droplet 14% and S3 lipid droplet cell count max 27.

Only part of the results is shown; the hit share may differ from the screen's.
